Source: PubChem BioAssay
CHT inh: inhibits the human high affinity choline transporter; Q9GZV3; CHT-expressing cells, membrane potential dye, choline response; hits give low values; B-score at 10 µM; 0.86% of 310,000 active; AID 488975;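 active = B-score over 3 SD under the library average, and starting fluorescence ratio not unusually high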;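 also: choline stimulus applied at its EC90 after an EC20 pre-addition; B-score computed on integrated fluorescence ratio after choline addition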
Target sequence (Q9GZV3 whole entry, looked up): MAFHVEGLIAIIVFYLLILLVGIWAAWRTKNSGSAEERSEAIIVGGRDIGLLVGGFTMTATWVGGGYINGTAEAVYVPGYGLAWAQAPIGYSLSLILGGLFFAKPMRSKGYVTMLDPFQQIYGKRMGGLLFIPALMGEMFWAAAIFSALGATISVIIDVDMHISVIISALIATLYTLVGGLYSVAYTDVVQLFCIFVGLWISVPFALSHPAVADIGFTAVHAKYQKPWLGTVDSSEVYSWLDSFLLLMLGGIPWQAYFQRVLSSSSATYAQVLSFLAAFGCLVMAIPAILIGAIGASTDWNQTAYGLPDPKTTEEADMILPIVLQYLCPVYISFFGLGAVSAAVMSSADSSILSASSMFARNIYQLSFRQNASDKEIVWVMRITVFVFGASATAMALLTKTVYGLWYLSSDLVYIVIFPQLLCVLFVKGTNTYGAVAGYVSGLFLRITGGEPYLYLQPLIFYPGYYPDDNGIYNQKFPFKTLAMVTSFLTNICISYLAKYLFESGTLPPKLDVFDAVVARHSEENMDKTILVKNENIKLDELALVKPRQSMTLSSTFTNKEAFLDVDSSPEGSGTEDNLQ
CHT PAM: allosterically activates the human high affinity choline transporter; B-score at 10 µM; AID 488977; CHT-expressing cells, membrane potential dye, choline EC20; hits give high values; LV-AA mutant CHT in HEK293 cells; 0.49% of 310,000 active;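 active = initial fluorescence not abnormally high and integrated response B-score, plate-corrected, over 3 SD above library mean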
STK33 kinase inh: blocks human STK33 kinase activity; inhibition, % at 10 µM; 0.073% of 320,000 active; AID 2661; purified STK33, MBP phosphorylation, ADP-Glo luminescence;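 active = inhibition at or above 25%, using the most active replicate where run in duplicate; inactive = inhibition below 25%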
Target sequence (Q9BYT3 whole entry, looked up): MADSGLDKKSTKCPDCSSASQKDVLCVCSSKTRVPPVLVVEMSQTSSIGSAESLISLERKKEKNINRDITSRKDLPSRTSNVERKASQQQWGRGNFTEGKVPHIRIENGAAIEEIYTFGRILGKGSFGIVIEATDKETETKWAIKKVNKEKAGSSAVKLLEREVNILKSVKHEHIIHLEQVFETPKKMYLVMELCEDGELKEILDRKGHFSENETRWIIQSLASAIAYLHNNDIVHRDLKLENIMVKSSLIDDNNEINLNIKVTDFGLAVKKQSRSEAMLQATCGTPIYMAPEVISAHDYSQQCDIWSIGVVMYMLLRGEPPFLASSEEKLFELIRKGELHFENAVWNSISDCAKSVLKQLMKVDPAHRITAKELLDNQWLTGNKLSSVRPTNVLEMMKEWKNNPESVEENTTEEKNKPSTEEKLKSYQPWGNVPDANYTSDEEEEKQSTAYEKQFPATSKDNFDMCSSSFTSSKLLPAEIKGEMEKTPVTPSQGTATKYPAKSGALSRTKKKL
The depositor's hits bear a star; i = inactive; . = not tested or not shown.

no.	molecule	STK33 kinase inh	CHT inh	CHT PAM
1	O=C(Oc1oc(-c2ccco2)nc1C=Nc1ccccc1)c1ccoc1	-0.5	i	i
2	FC(F)(F)c1ccnc(NCc2ccc(Cl)cc2)n1	-1.7	i	i
3	Cc1oc2cc(Br)c(O)c(Br)c2c1-c1ccccc1	-1.1	i	i
4	COc1ccccc1-c1cc(C(F)(F)F)nc(S(=O)(=O)CCCC(=O)O)n1	0.5	i	i
5	CCOc1cc(C(=O)Nc2nnc(CC)s2)ccc1OCC(=O)N1CCOCC1	0.7	i	i
6	O=c1cc(CSc2nnc(NC3CCCCC3)s2)nc2sccn12	-2.5	i	i
7	CCc1ccc(NC(=O)CSc2nnc(CNC(=O)c3c(F)cccc3Cl)o2)cc1	-2.2	i	i
8	O=C(COc1cccnc1[N+](=O)[O-])c1c[nH]c2ccccc12	-0.7	i	i
9	Cc1ccc2nc(-c3ccc(NS(=O)(=O)c4ccc(F)cc4)cc3)sc2c1	-0.5	i	i
10	CCOC(=O)c1ccc(NC(=S)NC(=O)c2nn(CC)cc2Br)cc1	-1.0	i	i
11	COc1ccc(Oc2nc(-c3ccccc3)ncc2S(=O)(=O)c2ccccc2)cc1	-2.9	i	i
12	NS(=O)(=O)c1ccc(NC(=O)c2c(Cl)cccc2Cl)cc1	-1.5	i	i
13	Cc1ccc(C)c(NC(=O)CSc2nc3[nH]ncc3c(=O)[nH]2)c1	0.0	i	i
14	O=C(NCCSc1ccccc1)c1ccc(CN2CCOCC2)cc1	-0.5	i	i
15	CN1CCO/C1=C(\C(Cl)=C(Cl)Cl)[N+](=O)[O-]	-0.6	i	i
16	CC(C(=O)NCc1cccnc1)c1ccc([N+](=O)[O-])cc1 (stereo not given)	-1.3	i	i
17	COc1ccc(OCC(=O)Nc2nc3ccccc3[nH]2)cc1	0.3	i	i
18	O=C(COc1ccccc1)N(Cc1cccs1)C1CCS(=O)(=O)C1 (stereo not given)	-1.4	i	i
19	COc1ccccc1C(=O)NCC(=O)OCC(=O)c1ccc2c(c1)-c1ccccc1C2	-1.1	i	i
20	O=C(NCCc1nnc2ccccn12)c1cccs1	1.0	i	i
21	O/N=C(/c1ccc(F)cc1)C1CC1c1c(F)cccc1Cl (stereo not given)	-1.3	i	i
22	CC(/C=N/n1c(-c2ccncc2)n[nH]c1=S)=C\c1ccco1	4.3	i	i
23	CC(=O)Nc1ccc(C(=O)Nc2ccc(S(=O)(=O)N3CCCCC3)cc2)cc1	-0.3	i	i
24	Cn1c(=O)cc(SCC(=O)N2CCN(c3ccccn3)CC2)c2ccccc21	-1.6	i	i
25	Fc1cccc(Cl)c1Cn1nnc2c(-n3ccnc3)ncnc21	0.1	i	i
26	O=C1CN(C(=O)COC(=O)c2ccccc2NCc2ccco2)c2ccccc2N1	0.6	i	i
27	O=C(COC(=O)c1ccc[n+]([O-])c1)Nc1c(Br)cc([N+](=O)[O-])cc1Br	-1.9	i	i
28	CCN(CC)CCC#CC(O)(c1ccccc1)C1CCCCC1 (stereo not given)	0.3	i	i
29	CC(NC(=O)c1cc(S(=O)(=O)N(C)C)ccc1Cl)C1CC2CCC1C2 (stereo not given)	0.3	i	i
30	O=S(=O)(c1ccc(-c2n[nH]c(=S)o2)cc1)N1CCCC1	-0.2	i	i
31	CCOC(=O)C1(CC)NC(c2ccc(N(C)C)cc2)C2C(=O)N(C)C(=O)C21 (stereo not given)	4.4	i	i
32	Cn1cc(S(=O)(=O)NCc2ccco2)c(=O)n(C)c1=O	1.2	i	i
33	O=C(Cc1ccc(-n2c(=O)c3sccc3n(CC(=O)Nc3ccccc3F)c2=O)cc1)NCc1ccco1	0.3	i	i
34	CC(C)c1nc(CNC(=O)C2CCC(=O)N(CCc3ccc(Cl)cc3)C2)no1 (stereo not given)	0.3	i	i
35	CC(C)C(=O)NC(NC1CCS(=O)(=O)C1)C(Cl)(Cl)Cl (stereo not given)	-0.2	i	i
36	O=S1(=O)N=C(N2CCCc3ccccc32)c2ccccc21	0.3	i	i
37	O=C(NC1CC1)c1sccc1-n1cccc1	-0.1	i	i
38	COCCn1c(SCC#N)nnc1-c1ccc(OC)cc1	-2.4	i	i
39	CCCC(=O)N1CC2(CCC)CN(C(=O)CCC)CC(CCC)(C1)C2=O	-0.2	i	i
40	CC(=O)N1CCCc2cc(S(=O)(=O)NCCC3=CCCCC3)ccc21	-3.5	i	i
41	CC(C)n1cnc2c(Nc3cccc(Cl)c3)nc(N(CCO)CCCO)nc21	56*	-7.6*	i
42	O=C1C2C3C=CC(CNS(=O)(=O)c4ccccc4)(O3)C2C(=O)N1c1ccc(Cl)cc1 (stereo not given)	0.1	i	i
43	O=c1cnc2ccccc2n1Cc1ccccc1C(F)(F)F	0.1	i	i
44	CC1C(C#N)=C(N)OC2=C1C(=O)CCC2 (stereo not given)	-1.0	i	i
45	O=C(O)c1cc2c(ccc3ccccc32)oc1=O	0.4	i	i
46	O=C(CCCCCn1nnc2ccccc2c1=O)Nc1ccccc1Cl	-1.1	i	i
47	Cc1ccc(-n2[nH]c(C)c(/C=N/Nc3ccc([N+](=O)[O-])cc3[N+](=O)[O-])c2=O)cc1C	1.6	-8.4*	i
48	N#CCCn1c(=O)n(CCC#N)c2ccccc21	-0.9	i	i
49	CC12CC3CC(C)(C1)CC(C(=O)Nc1nn[nH]n1)(C3)C2	-0.9	i	i
50	COc1ccc(OC)c(S(=O)(=O)NCCO)c1	-0.7	i	i
51	O=c1c2cc(F)ccc2[nH]c(=S)n1Cc1ccc(F)cc1	-0.3	i	i
52	Cc1ccc2nc(C)c3c(c2c1)N(c1ccccc1)CC3	-0.1	i	i
53	CCc1ccc(NC(=O)CSc2nc3ccsc3c(=O)n2CCC(=O)O)cc1	-1.6	i	i
54	COC(=O)c1sccc1NC(=O)CSc1nnnn1-c1ccccc1F	-0.1	i	i
55	CC(=O)Nc1ccc(CC#N)cc1	-0.1	i	i
56	O=C(O)c1csc(Cc2ccccc2)n1	-0.8	i	i
57	O=C(Nc1cccc2c1CCCC2)c1ccccc1Cl	0.4	i	i
58	O=S(=O)(Nc1ccc(O)c(Sc2nc3ccccc3s2)c1)c1ccc(Cl)cc1	-0.3	i	i
59	Cc1ccc(N=Nc2c(C)[nH]n(C(N)=S)c2=O)cc1C	0.4	i	i
60	CC[N+](CC)(CC)C/C(N)=N/O	0.1	i	i

Next section:
no.	molecule	STK33 kinase inh	CHT inh	CHT PAM
61	COc1ccc(Cc2nc(-c3cccs3)no2)cc1OC	-0.8	i	i
62	CCN1CCCC1CN(Cc1cc2ccc(C)cc2[nH]c1=O)C(=S)Nc1cccc(OC)c1 (stereo not given)	-0.1	i	i
63	Oc1c(Cl)cc(Cl)cc1C(C#Cc1ccccc1)N1CCOCC1 (stereo not given)	-1.3	i	i
64	CC(C)NC(=O)Nc1cccc(Cl)c1	-0.6	i	i
65	CN(Cc1ccccc1)C(=O)c1cnc2n(c1=O)CCS2	-1.2	i	i
66	COc1ccc(CCN2C(=O)CCC2(C)C(=O)NC2CCCC2)cc1OC (stereo not given)	0.0	i	i
67	CC(=O)Nc1ccc(S(=O)(=O)Nc2ccc(Cl)nn2)cc1	-1.3	i	i
68	Cc1ccc(-n2nc3c(c2NC(=O)c2cccs2)CS(=O)(=O)C3)cc1	0.4	i	i
69	COc1ccc(NC(=O)c2ocnc2C)cc1OC	0.4	i	i
70	CC1=CC(=O)C=C(C)C1=NOC(=O)/C=C\c1ccccc1	1.0	i	i
71	CCn1cc(CCC(=O)NCc2ccccc2OC)c2ccccc21	-0.3	i	i
72	COc1ccc(C2NCCc3c2[nH]c2ccccc32)cc1COc1ccc(F)cc1 (stereo not given)	1.4	i	i
73	CSc1nc(C)cc(OCC(=O)n2nc(C)cc2C)n1	-1.3	i	i
74	COc1ccc(N(CC(=O)NCCC2=CCCCC2)S(=O)(=O)c2c(C)[nH]c(=O)[nH]c2=O)cc1	-0.5	i	i
75	CC1CCCC(C)N1C(=O)CCN1C(=O)C2C3C=CC(C3)C2C1=O (stereo not given)	-0.8	i	i
76	O=C(/C=C/c1cccs1)N1CCCC1	-1.4	i	i
77	O=C(N/C(=C/c1cccnc1)C(=O)N1CCOCC1)c1ccccc1	-2.2	i	i
78	CCN(CC)S(=O)(=O)c1ccc(/C=C/C(=O)OCC#N)cc1	-0.1	i	i
79	O=C(Nc1ncc(Cl)cc1Cl)c1c(F)cccc1Cl	0.2	i	i
80	C#CCOC(=O)/C(=C/C=C/c1ccccc1)NC(=O)c1ccccc1	-1.4	i	i
81	Cc1csc(NC(=S)Nc2cccc(Cl)c2)n1	1.7	i	i
82	COC(=O)C1=C(C)NC2=C(C(=O)CCC2)C1c1cn(Cc2ccc(Br)cc2)nc1-c1ccccc1 (stereo not given)	0.0	i	i
83	COc1cc(Br)c(Br)cc1N	-1.2	i	i
84	CCCS(=O)(=O)N1CCCC(C(=O)Oc2ccc(OC)cc2)C1 (stereo not given)	.	i	i
85	CCN1CCN(C(=O)c2ccc(CS(=O)Cc3ccc(C)cc3)o2)CC1 (stereo not given)	-0.7	i	i
86	CC(C)(C)c1ccc(/C=C2\Oc3cc(O)ccc3C2=O)cc1	-0.8	i	i
87	Cc1ccc(NC(=O)C(Cc2ccccc2)NC(=O)OCc2ccccc2)cc1C (stereo not given)	9.9	i	i
88	CCc1cccc(NC(=O)C2CCCN2S(=O)(=O)c2cccc3cccnc23)c1 (stereo not given)	2.7	i	i
89	O=C(CSc1n[nH]c(=O)n1C1CC1)NCc1ccccc1	-0.2	i	i
90	Cc1ccc(-c2nc(CS(=O)CC(=O)NC3CCC(C)CC3)c(C)o2)cc1 (stereo not given)	-1.1	i	i

An excerpt of these results, with values under each structure:
Under each structure: STK33 kinase inh	CHT inh	CHT PAM
[64] CC(C)NC(=O)Nc1cccc(Cl)c1
  -0.6	i	i
[90] Cc1ccc(-c2nc(CS(=O)CC(=O)NC3CCC(C)CC3)c(C)o2)cc1 (stereo not given)
  -1.1	i	i

Next part:
no.	molecule	STK33 kinase inh	CHT inh	CHT PAM
91	O=C(Nc1nnc(Cc2ccccc2F)s1)Nc1ccccc1F	-0.6	i	i
92	O=C(N1CCOCC1)N1CCN(S(=O)(=O)N2CCCCC2)CC1	-3.4	i	i
93	Cc1oc(-c2ccccc2F)nc1CSCC(=O)NCc1ccc2c(c1)OCO2	-0.2	i	i
94	CN1CCN(c2ccc(NC(=O)COc3ccccc3Cl)cc2)CC1	1.2	i	i
95	Cc1ccc(S(=O)(=O)N2CCCC2C(=O)N2CCCCCC2)cc1 (stereo not given)	3.4	i	i
96	CC(C)N(C(=O)Cn1cc(S(=O)(=O)CC(=O)N2CCOCC2)c2ccccc21)C(C)C	0.6	i	i
97	OC(CNCCc1ccc(Cl)cc1)COc1cc(Cl)ccc1Cl (stereo not given)	-0.9	i	i
98	CSC(=NCCCN1CCOCC1)NS(=O)(=O)c1cccs1	-1.1	i	i
99	COc1ccc(N2CCN(C(=O)c3cc(=O)c4cc(C)cc(C)c4o3)CC2)cc1	0.7	i	i
100	CCCn1c(SCC(=O)NC2CCCC2)nc2c1c(=O)n(C)c(=O)n2C	-1.0	i	i
101	COc1cccc(Nc2nc3ccccc3nc2NS(=O)(=O)c2ccc(NC(C)=O)cc2)c1	-1.4	i	i
102	COc1cc(Cl)c(C)cc1NC(=O)COC(=O)C(NS(=O)(=O)c1ccc(Cl)cc1)C(C)O (stereo not given)	-1.8	i	i
103	NC(=O)C1=C[C@@H](C2CCCCC2)C[C@@H](OCc2ccc(CO)cc2)O1	0.0	i	i
104	COc1ccc(CCNC(=O)CN(c2ccccc2)S(C)(=O)=O)cc1OC	0.7	i	i
105	CN(CC(=O)Nc1ccccc1Oc1ccccc1)Cc1ccccc1F	0.7	i	i
106	CN(C)c1nc(SCC#N)nc(N2CCOCC2)n1	0.9	i	i
107	O=C(Nc1cc(Cl)ccc1N1CCCC1)C1=NN(c2ccccc2)C(=O)CC1	-1.3	i	i
108	O=C(O)CCn1c(=O)c2ccccc2c2ccccc2c1=O	-0.3	i	i
109	CCOc1cccc(CN2CCC(CCC(=O)NC3CC3)CC2)c1O	3.2	i	i
110	COc1cccc(CSc2ccc(S(=O)(=O)N3CCOCC3)cc2C(=O)NCC2CCCO2)c1OC (stereo not given)	-2.8	i	i
111	O=C(N/N=C1\C(=O)c2cccc3cccc1c23)c1ccc(O)cc1	0.7	i	i
112	CCCCCC(=O)N/N=C/c1ccc([N+](=O)[O-])o1	-0.7	i	i
113	O=C(CSc1ccc(-c2ccccn2)nn1)c1ccccc1	-1.3	i	i
114	COc1cc2c(cc1OC)C(SC)=NC(C)(C)C2	-1.9	i	i
115	CCS(=O)(=O)Nc1ccc(Cc2ccc(NS(=O)(=O)CC)cc2)cc1	-1.9	i	i
116	C1CC2CN(c3nc4nonc4nc3N3CCSCC3)CCN2C1 (stereo not given)	0.4	i	i

Full records, looked up by structure:
Record of COc1ccc(CCNC(=O)CN(c2ccccc2)S(C)(=O)=O)cc1OC : STK33 kinase inh = 0.7; CHT inh = i; CHT PAM = i
Record of O=C(Nc1nnc(Cc2ccccc2F)s1)Nc1ccccc1F : STK33 kinase inh = -0.6; CHT inh = i; CHT PAM = i

Some of the entries so far, screen by screen:
114. COc1cc2c(cc1OC)C(SC)=NC(C)(C)C2
112. CCCCCC(=O)N/N=C/c1ccc([N+](=O)[O-])o1
108. O=C(O)CCn1c(=O)c2ccccc2c2ccccc2c1=O
101. COc1cccc(Nc2nc3ccccc3nc2NS(=O)(=O)c2ccc(NC(C)=O)cc2)c1
Compound | 114 | 112 | 108 | 101
STK33 kinase inh | -1.9 | -0.7 | -0.3 | -1.4
CHT inh | i | i | i | i
CHT PAM | i | i | i | i
